TbREL1 inh = TbREL1 inhibition, primary screen; AID 1117264; hit rate 0.49% among 89,000; TbREL1 RNA ligation, FRET fluorescence; inhibition, % at 9.66 µM;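 active = inhibition above the mean inhibition across all screened compounds plus 3 SD, cut at about 11% in these data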;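 also: 0% = plate median of test wells and 100% = NSC42067 control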
Target sequence (P86926 whole entry, looked up): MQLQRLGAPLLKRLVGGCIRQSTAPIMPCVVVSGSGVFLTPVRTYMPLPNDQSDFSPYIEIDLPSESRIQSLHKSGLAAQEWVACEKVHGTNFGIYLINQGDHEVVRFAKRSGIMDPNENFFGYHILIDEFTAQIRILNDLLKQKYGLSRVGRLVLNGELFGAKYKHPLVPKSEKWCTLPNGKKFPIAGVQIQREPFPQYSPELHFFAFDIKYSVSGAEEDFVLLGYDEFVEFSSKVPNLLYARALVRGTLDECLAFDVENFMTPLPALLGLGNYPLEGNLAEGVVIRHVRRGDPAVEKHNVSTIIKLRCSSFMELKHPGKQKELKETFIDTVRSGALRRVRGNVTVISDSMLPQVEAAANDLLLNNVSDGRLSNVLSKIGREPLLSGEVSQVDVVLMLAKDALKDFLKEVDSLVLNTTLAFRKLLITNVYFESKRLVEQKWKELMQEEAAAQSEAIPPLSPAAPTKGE
An asterisk follows results filed as active.

SMILES | TbREL1 inh
CCn1c2ccccc2c2cc(NC(=O)COC(=O)c3cc(F)ccc3C)ccc21 | 1
Cc1ccc2nc(SCC(=O)N3CCCC3)nc(=O)n2c1 | 0
COc1ccc(-c2csc(CCn3nc(C)cc3C)n2)cc1OC | -7
COc1ccccc1N(CC(=O)Nc1ccc(S(=O)(=O)N2CCCCC2)cc1)S(C)(=O)=O | -1
Cc1c(NC(=O)Nc2ccccc2Cl)c(=O)n(-c2ccccc2)n1C | -4
O=C(O)CC1S/C(=N/N=C/c2ccc([N+](=O)[O-])cc2)N(c2ccc(O)cc2)C1=O (stereo unspecified) | 1
O=C(/C=C/c1ccc(F)cc1)Nc1ccc2[nH]c(=O)[nH]c2c1 | 3
COc1ccc([C@@H]2[C@@H]3C(=O)N(C(C)(C)C)C(=O)[C@@H]3[C@]3(Cc4ccccc4)C(=O)N(c4ccc(C)cc4)C(=O)N23)cc1 | 4
CC1(C)CC(=O)C2=C(C1)OC(c1ccc(O)cc1)C(C#N)=C2N (stereo unspecified) | 0
O=C(Cn1c(=O)oc2ccccc21)N(Cc1ccccc1)C1CCS(=O)(=O)C1 (stereo unspecified) | -1
Cc1ccc(S(=O)(=O)Oc2ccc(/C=C3\N=C(c4cccc(C)c4)OC3=O)cc2)cc1 | -2
COc1ccnc(Oc2ccc(Cl)cc2)c1C#N | 6
COc1ccc2[nH]c3c(c2c1)CCN1C(=O)C(CC(=O)NCc2cccc(C(F)(F)F)c2)C[C@H](C(=O)N2CCOCC2)[C@@]31C (stereo partly specified) | -1
O=C(c1cc(-c2cccs2)on1)N1CCN(C(c2ccccc2)c2ccccc2)CC1 | 6
Cn1c(=O)c2sccc2n2c(CCCC(=O)Nc3ccc(F)cc3F)nnc12 | 2
CCOc1ncc(S(=O)(=O)N2CCN(CC)CC2)cc1C(=O)O | 0
COc1ccc(C2/C(=C(/O)c3ccccc3)C(=O)C(=O)N2CC(C)O)c(OC)c1 (stereo unspecified) | 0
O=S(=O)(NCc1ccccc1)c1cccc2nsnc12 | 6
Cc1nnc(Sc2nc3ccccc3o2)c2ccccc12 | 0
CC(=O)c1cc2c(cc1NC(=O)c1ccc(C)cc1)OCCO2 | -3
O=C(CCC(=O)c1cccs1)Nc1nc2ccccc2s1 | 4
NC(=S)N/N=C/c1cccc(O)c1O | 5
CC(CCc1ccccc1)OS(N)(=O)=O (stereo unspecified) | 0
COc1cc2c(cc1NC(=O)CSc1nnc(COc3ccc(Cl)cc3)n1C)oc1ccccc12 | -2
COc1ccc(NC(=O)COC(=O)Cn2cnc3ccccc3c2=O)cc1OC | -2
CC1CCN(c2ccc3c(c2)S(=O)(=O)c2cccc(C(=O)NC[C@@H]4CCCO4)c2C3=O)CC1 | 0
Cc1ccc(C(=O)Oc2ccc(Cl)c3cccnc23)cc1[N+](=O)[O-] | 1
O=C(O)CC1NC(=O)N(c2ccc(Cl)cc2)C1=O (stereo unspecified) | 1
CN(CCOc1ccccc1)C(=O)c1cc([N+](=O)[O-])ccc1N1CCOCC1 | 2
COc1ccc(NC(=O)COc2ccc(C(=O)OCC(=O)N(C)C3CCS(=O)(=O)C3)cc2OC)cc1 (stereo unspecified) | 1
COc1ccccc1Oc1ccc2c(c1)C(=O)N(c1ccc(C)cc1)C2=O | 1
Cc1ccc(S(=O)(=O)NCC(c2ccco2)N2CCOCC2)cc1 (stereo unspecified) | -1
O=C(CCS(=O)(=O)c1ccccc1)NNC(=O)COc1ccc(F)cc1 | 1
Cc1ccc(/C=N/NC(=O)Cn2cncn2)cc1 | 0
Cc1ccc(N2CCN(C(=O)C3CCN(S(=O)(=O)c4cccc5nsnc45)CC3)CC2C)cc1 (stereo unspecified) | -4
CCOC(=O)c1ccc(NC(=O)CSc2nnc(C3CC3)n2C)cc1 | 1
COC(=O)C1=C(C)N(Cc2ccccc2)C(=O)N[C@H]1c1ccccc1 | -1
CC(C)(C)CCN1CCC(CN2CCNC(=O)C2=O)CC1 | 1
Cc1cc([N+](=O)[O-])c(NC2CCCCC2)c([N+](=O)[O-])c1 | 2
CCc1nnc(NC(=O)CSc2nc3cccnc3n2C2CCCCC2)s1 | -2

A second format for some results above:
mol: Cc1ccc(S(=O)(=O)NCC(c2ccco2)N2CCOCC2)cc1 (stereo unspecified)
  TbREL1 inh = -1

mol: COC(=O)C1=C(C)N(Cc2ccccc2)C(=O)N[C@H]1c1ccccc1
  TbREL1 inh = -1

mol: COc1cc2c(cc1NC(=O)CSc1nnc(COc3ccc(Cl)cc3)n1C)oc1ccccc12
  TbREL1 inh = -2

The listing continues:
SMILES | TbREL1 inh
CCS(=O)(=O)c1nc(S(=O)(=O)c2ccc(C)cc2)c(N2CCN(CCO)CC2)s1 | -1
CC(C)(C)NC(=O)/C(=C\c1ccc(Br)cc1)NC(=O)c1cccs1 | -1
S=c1[nH]nc(-c2ccco2)n1-c1cccc2ccccc12 | -1
CC1CC(C)CN(CCC(=O)Nc2cccc(Cl)c2)C1 (stereo unspecified) | 1
O=C(Nc1nncs1)C1CC(=O)N(CCc2ccc(F)cc2)C1 (stereo unspecified) | 0
O=S(=O)(c1ccc(F)cc1)N1CCN(S(=O)(=O)c2cccs2)CC1 | -1
COC(=O)[C@@]12CCCCC3=C1N(CCC3)C(=O)[C@H]2CC(=O)NCc1cccc(C(F)(F)F)c1 | -6
CCN(C(=O)COC(=O)c1cc(C)n(-c2ccc(F)cc2)c1C)C1CCS(=O)(=O)C1 (stereo unspecified) | -5
Cc1ccc(S(=O)(=O)N2[C@@H](c3ccc(Br)cc3)C(C(=O)O)=CC[C@H]2c2ccc(Cl)cc2)cc1 | 0
COc1ccc(-n2c(CN3CCN(Cc4ccccc4)CC3)nc3ccc([N+](=O)[O-])cc3c2=O)c(OC)c1 | 0
COc1ccc(N2CCN(S(=O)(=O)CCNC(=O)/C=C/c3ccccc3)CC2)cc1 | -1
O=C(Nc1ccc(S(=O)(=O)Nc2ccccc2)cc1)c1ccc(CN2CCOCC2)cc1 | -2
O=C(N1CCC(n2nc(-c3ccccc3)oc2=O)CC1)C1(c2ccccc2)CCCC1 | 2
COc1ccc(NC(=O)CCNS(=O)(=O)c2ccc3[nH]c(=O)oc3c2)cc1Cl | 1
COc1ccc2cc3cc(C(=O)Nc4ccc5c(c4)OCCO5)oc3nc2c1 | 1
CN(C)CCNC(=O)c1ccc2c(c1)N(Cc1ccc(F)cc1)CCS2 | 3
CN1CCN(CCCNC(=O)C2CCN(c3nnc(-n4cccc4)s3)CC2)CC1 | 0
Cc1cc(C=O)c(O)cc1O | -1
CCOC(=O)Cn1cc(/C=N/N2C(=O)C3C4C=CC(C4)C3C2=O)c2ccccc21 (stereo unspecified) | -4
CC12CCC(=O)N1C(C(=O)OCc1c(Cl)cccc1Cl)CS2 (stereo unspecified) | 5
CC(=O)c1ccc2c(c1)C1C=CCC1C(c1ccncc1)N2 (stereo unspecified) | 1
CN(Cc1ccco1)C(=O)c1cccc2c1C(=O)N(Cc1cccnc1)C2 | -1
CC(=O)C12C3C4C(C5C1C3C5(Br)C41OCCO1)C21OCCO1 (stereo unspecified) | 0
Cc1ccc(NCN2C(=O)C3CC=C(Cl)CC3C2=O)cc1 (stereo unspecified) | -1
CC1(C)CC(=O)C2=C(C1)N1C(=C(C#N)C2c2ccccc2Cl)N=C(N)c2ccccc21 (stereo unspecified) | 0
CCCC[C@@H]1CNC(=O)C(=O)N1CC(C)(C)C | -1
CCCC(C(=O)NC1CCCC1)N(Cc1ccc(OC)cc1)C(=O)c1snc(C(N)=O)c1N (stereo unspecified) | -2
CC(=O)NC(CCS(C)(=O)=O)C(=O)Nc1ccc(C)c(F)c1 (stereo unspecified) | 7
O=C(NCc1cccnc1)C1CCN(S(=O)(=O)c2cccc(C(F)(F)F)c2)CC1 | -2
CCOc1cccc2cc(C(C)=O)oc12 | 0
CC(=O)NCCn1c(SCC#N)nc2ccccc2c1=O | -1
COc1ccccc1CNC(=O)CN1CCN(Cc2ccc(Cl)cc2)C1=O | 2
CN(C(=O)c1ccc(NC(=O)C2CCN(C(=O)OC(C)(C)C)CC2)cc1)C1CC1 | 5
COC(=O)c1ccc(NS(=O)(=O)c2cccc3cccnc23)cc1 | 2
Cc1ccc(OC(=O)c2cccc(S(=O)(=O)N3CCCC3)c2)c(-n2nc3ccccc3n2)c1 | 2
O=C(COc1ccccc1F)OCC(=O)N1CCc2ccccc21 | -2
CS(=O)(=O)N1CCN(C(=O)c2ccccc2F)CC1 | -2
CCOC(=O)c1sc(NC(=O)C2CC(=O)N(c3ccc(OC)cc3)C2)nc1C (stereo unspecified) | 3
O=c1[nH][nH]c2c1[C@@H](c1ccc(F)cc1)O[C@H](C1CCCCC1)C2 | -6
COc1ccc(NC(=O)C(c2ccccn2)N(C(C)=O)c2ccc(C)cc2)cc1 (stereo unspecified) | -4

Some of the entries above, set out differently:
| Compound | TbREL1 inh |
| --- | --- |
| CCN(C(=O)COC(=O)c1cc(C)n(-c2ccc(F)cc2)c1C)C1CCS(=O)(=O)C1 (stereo unspecified) | -5 |
| Cc1ccc(S(=O)(=O)N2[C@@H](c3ccc(Br)cc3)C(C(=O)O)=CC[C@H]2c2ccc(Cl)cc2)cc1 | 0 |
| COc1ccc(-n2c(CN3CCN(Cc4ccccc4)CC3)nc3ccc([N+](=O)[O-])cc3c2=O)c(OC)c1 | 0 |
| COc1ccc(N2CCN(S(=O)(=O)CCNC(=O)/C=C/c3ccccc3)CC2)cc1 | -1 |
| O=C(Nc1ccc(S(=O)(=O)Nc2ccccc2)cc1)c1ccc(CN2CCOCC2)cc1 | -2 |
| O=C(N1CCC(n2nc(-c3ccccc3)oc2=O)CC1)C1(c2ccccc2)CCCC1 | 2 |
| COc1ccc(NC(=O)CCNS(=O)(=O)c2ccc3[nH]c(=O)oc3c2)cc1Cl | 1 |
| COc1ccc2cc3cc(C(=O)Nc4ccc5c(c4)OCCO5)oc3nc2c1 | 1 |
| CN(C)CCNC(=O)c1ccc2c(c1)N(Cc1ccc(F)cc1)CCS2 | 3 |
| CN1CCN(CCCNC(=O)C2CCN(c3nnc(-n4cccc4)s3)CC2)CC1 | 0 |
| Cc1cc(C=O)c(O)cc1O | -1 |
| CCOC(=O)Cn1cc(/C=N/N2C(=O)C3C4C=CC(C4)C3C2=O)c2ccccc21 (stereo unspecified) | -4 |
| CC12CCC(=O)N1C(C(=O)OCc1c(Cl)cccc1Cl)CS2 (stereo unspecified) | 5 |
| CC(=O)c1ccc2c(c1)C1C=CCC1C(c1ccncc1)N2 (stereo unspecified) | 1 |
| CN(Cc1ccco1)C(=O)c1cccc2c1C(=O)N(Cc1cccnc1)C2 | -1 |
| CC(=O)C12C3C4C(C5C1C3C5(Br)C41OCCO1)C21OCCO1 (stereo unspecified) | 0 |
| Cc1ccc(NCN2C(=O)C3CC=C(Cl)CC3C2=O)cc1 (stereo unspecified) | -1 |
| CC1(C)CC(=O)C2=C(C1)N1C(=C(C#N)C2c2ccccc2Cl)N=C(N)c2ccccc21 (stereo unspecified) | 0 |
| CCCC[C@@H]1CNC(=O)C(=O)N1CC(C)(C)C | -1 |
| CCCC(C(=O)NC1CCCC1)N(Cc1ccc(OC)cc1)C(=O)c1snc(C(N)=O)c1N (stereo unspecified) | -2 |
| CC(=O)NC(CCS(C)(=O)=O)C(=O)Nc1ccc(C)c(F)c1 (stereo unspecified) | 7 |
| O=C(NCc1cccnc1)C1CCN(S(=O)(=O)c2cccc(C(F)(F)F)c2)CC1 | -2 |
| CCOc1cccc2cc(C(C)=O)oc12 | 0 |
| CC(=O)NCCn1c(SCC#N)nc2ccccc2c1=O | -1 |
| COc1ccccc1CNC(=O)CN1CCN(Cc2ccc(Cl)cc2)C1=O | 2 |
| CN(C(=O)c1ccc(NC(=O)C2CCN(C(=O)OC(C)(C)C)CC2)cc1)C1CC1 | 5 |
| COC(=O)c1ccc(NS(=O)(=O)c2cccc3cccnc23)cc1 | 2 |
| Cc1ccc(OC(=O)c2cccc(S(=O)(=O)N3CCCC3)c2)c(-n2nc3ccccc3n2)c1 | 2 |
| O=C(COc1ccccc1F)OCC(=O)N1CCc2ccccc21 | -2 |
| CS(=O)(=O)N1CCN(C(=O)c2ccccc2F)CC1 | -2 |

Later entries.
SMILES | TbREL1 inh
COc1cc(CNCCN2CCOCC2)ccc1OCc1ccc(Cl)cc1Cl | 2
C#CCNC(=O)C[C@@H]1C[C@@]2(C(=O)OCC)CCCC=C2N(CCC2=CCCCC2)C1=O | -2
O=C(OCc1ccccc1)N1CCC2CC1c1c(-c3ccc(C(F)(F)F)cc3)cccc12 (stereo unspecified) | -1
CCCCn1nnnc1C(c1cc2ccccc2o1)N(CCN(C)C)Cc1ccccc1 (stereo unspecified) | 10

A portion of the library (hit frequency here may not be typical).
